Rab2A wt mod: changes GTP binding to wildtype dog Rab2A, up or down. P61105. GST-Rab2 wt beads, Bodipy-GTP binding, flow cytometry. GTP binding activity, % at 10 µM. actives 0.19% (n = 190,000). AID 760;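 active = GTP binding activity at least 20 points away from 100%, either lowered or raised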;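 note: 0% = beads with excess unlabeled GTP and 100% = no-compound control corrected for plate trend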
Pf gametocyte: kills late stage P. falciparum gametocytes. P. falciparum stage V gametocytes, ATP luminescence, 24 h. inhibition, % at 10.9 µM. actives 0.065% (n = 150,000);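 active = inhibition above the mean plus 3 SD of compounds within the control limits, set per campaign, cut at about 38% in these data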;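 note: 0% = DMSO wells and 100% = medium only without gametocytes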
Cdc42 wt: human Cdc42 wildtype GTP binding change, either direction; GST-Cdc42 beads, Bodipy-GTP binding, flow cytometry; actives lie on both sides; actives 0.2% (n = 190,000); percent activity (GTP binding), % at 10 µM; P60953;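 active = percent activity GTP binding at least 20 points away from the 100% baseline, either down as inhibitor or up as activator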;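 note: median bead fluorescence of bound Bodipy-FL-GTP at 100 nM; 0% = excess unlabeled GTP control and 100% = no compound control; below 100% means less GTP binding so inhibitor and above means activator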
Target sequence (P60953 whole entry, looked up): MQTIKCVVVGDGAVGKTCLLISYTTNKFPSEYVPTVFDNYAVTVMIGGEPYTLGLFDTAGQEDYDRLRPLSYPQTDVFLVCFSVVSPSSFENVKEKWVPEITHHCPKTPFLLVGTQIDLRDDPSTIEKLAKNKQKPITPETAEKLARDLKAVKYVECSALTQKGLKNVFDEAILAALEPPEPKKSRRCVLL
Rab7 wt GTP bind: modulators of GTP binding to dog Rab7 wildtype GTPase | GTP binding activity (percent of control), % at 10 µM | GST-Rab7 beads, fluorescent GTP binding, flow cytometry; actives lie on both sides; untreated = 100%, excess cold GTP = 0% | actives 0.055% (n = 190,000);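 active = fluorescent GTP binding to Rab7 beads changed by at least 20 points from the 100% baseline, either direction, mostly lower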;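 note: median green fluorescence of bound Bodipy-FL-GTP per Rab7 bead population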
GSH fluor: compound fluoresces at 488/530 nm on GSH beads. fluorescence (KMESF) at 10 µM. actives 0.25% (n = 190,000). GSH beads flow cytometry, compound fluorescence 488/530 nm; hits give high values. AID 1776; in the data active = fluorescence above about 89;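 note: glutathione beads carrying GST-tagged Bcl family fusion proteins plus one bare bead set; values are compound well signal with DMSO vehicle wells as background; inactives centre near 16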
Rac1 mut GTP: human Rac1 activated mutant GTP binding change; P63000; GST-Rac1 activated beads, fluorescent GTP binding, flow cytometry; actives lie on both sides; 100% means binding = to untreated wells; percent activity (GTP binding), % at 10 µM; actives 0.11% (n = 190,000); AID 764;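 active = GTP binding at least 20 percentage points away from the 100% baseline, in either direction, so actives lie on both sides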
ABCG2 inh: human ABCG2 inhibition, ABCB1 as counter-screen; Q9UNQ0; IgMXP3 cells, JC-1 efflux, flow cytometry; inhibition, % at 6.6 µM; actives 0.1% (n = 190,000);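 active = inhibition above 80%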;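 note: 0% = DMSO and 100% = nicardipine control wells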
Target sequence (Q9UNQ0 whole entry, looked up): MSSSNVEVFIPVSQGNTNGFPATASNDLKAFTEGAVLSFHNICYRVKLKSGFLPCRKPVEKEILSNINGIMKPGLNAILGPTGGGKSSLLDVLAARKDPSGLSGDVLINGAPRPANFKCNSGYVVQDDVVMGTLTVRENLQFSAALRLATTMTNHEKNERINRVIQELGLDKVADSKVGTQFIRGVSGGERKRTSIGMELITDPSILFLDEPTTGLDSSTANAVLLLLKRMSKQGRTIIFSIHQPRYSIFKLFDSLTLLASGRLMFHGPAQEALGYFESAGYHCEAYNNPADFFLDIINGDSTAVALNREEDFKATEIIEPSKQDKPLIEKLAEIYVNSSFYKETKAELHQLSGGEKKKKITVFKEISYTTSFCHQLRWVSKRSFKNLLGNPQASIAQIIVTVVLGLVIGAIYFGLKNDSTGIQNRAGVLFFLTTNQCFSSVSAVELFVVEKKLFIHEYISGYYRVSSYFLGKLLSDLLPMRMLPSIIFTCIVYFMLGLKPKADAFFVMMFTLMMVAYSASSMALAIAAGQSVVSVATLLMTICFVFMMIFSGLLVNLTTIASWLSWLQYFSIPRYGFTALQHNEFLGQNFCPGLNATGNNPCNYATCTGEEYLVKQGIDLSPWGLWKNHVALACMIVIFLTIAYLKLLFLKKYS
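Test system: IgMXP3 cells (ABCG2) mixed with DDAO far-red-labelled CCRF-Adr cells (ABCB1). Reagent: JC-1 transporter substrate. Compound dosing: single test compound dose, 6.6 µM final. Times: 10 min compound exposure, 25 °C. Detection: flow cytometry of retained JC-1 fluorescence. Read-out basis: efflux inhibition in percent versus controls. Controls: nicardipine and DMSO wells.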
Avidin bead fluor: avidin bead compound fluorescence profile; Avidin beads, compound fluorescence 488/530 nm, flow cytometry; hits give high values; fluorescence (KMESF) at 10 µM; actives 0.38% (n = 220,000); in the data active = fluorescence above about 47; note: inactives centre near 10
HRas wt GTP: modulators of GTP binding to human HRas wildtype; P01112; GST-Ras wt beads, Bodipy-FL-GTP binding, flow cytometry; actives lie on both sides; GTP binding activity, % at 10 µM; actives 0.14% (n = 190,000); AID 759;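 active = GTP binding activity at least 20% away from the 100% baseline, either lowered as inhibitor or raised as activator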;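 note: 0% = unlabeled GTP competition control and 100% = no-compound control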
Target sequence (P01112 whole entry, looked up): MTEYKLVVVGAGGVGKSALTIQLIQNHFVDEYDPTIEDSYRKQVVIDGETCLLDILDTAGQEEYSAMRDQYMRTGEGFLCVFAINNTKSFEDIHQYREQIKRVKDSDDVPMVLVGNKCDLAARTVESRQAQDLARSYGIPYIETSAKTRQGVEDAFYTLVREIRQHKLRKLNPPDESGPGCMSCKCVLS
Rac1 wt modul: alters GTP binding to wildtype human Rac1; AID 757; actives 0.27% (n = 190,000); P63000; GTP binding activity (% of control), % at 10 µM; GST-Rac1 beads, fluorescent GTP binding, flow cytometry; actives lie on both sides; 0 = cold GTP competed, 100 = untreated;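 active = GTP binding activity at least 20 points away from the 100% control level, either lower or higher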
ABCB1 block: human ABCB1 inhibition, ABCG2 as counter-screen | actives 0.067% (n = 190,000) | CCRF-Adr cells, JC-1 efflux, flow cytometry | P08183 | inhibition, % at 6.6 µM; in the data active = inhibition above about 40%;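 note: 0% = vehicle and 100% = reference inhibitor; higher value means more JC-1 retained so stronger ABCB1 efflux block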
Active calls of the source: *.

How did NC(CC(=O)O)c1ccc(Br)cc1 (stereo not given) do in these assays?
Rab2A wt mod: 100.0; Cdc42 wt: 101.0; Rab7 wt GTP bind: 99.0; GSH fluor: 10; Rac1 mut GTP: 96.0; ABCG2 inh: 0.9; Avidin bead fluor: 5; HRas wt GTP: 99.0; Rac1 wt modul: 99.0; ABCB1 block: 0.2

What do the screens show for `Nc1[nH]nc2nc3ccccc3cc12`?
Rab2A wt mod: 94.0; Pf gametocyte: -26.5; Cdc42 wt: 91.0; Rab7 wt GTP bind: 99.0; GSH fluor: 8; Rac1 mut GTP: 94.0; ABCG2 inh: -0.5; Avidin bead fluor: 14; HRas wt GTP: 96.0; Rac1 wt modul: 96.0; ABCB1 block: -0.7

Results for CCOC(=O)CC(=O)CSc1nnc(Cn2c(=O)sc3ccccc32)n1C ?
Rab2A wt mod: 99.0; Pf gametocyte: 16.7; Cdc42 wt: 104.0; Rab7 wt GTP bind: 102.0; GSH fluor: 15; Rac1 mut GTP: 97.0; ABCG2 inh: -0.1; Avidin bead fluor: 25; HRas wt GTP: 100.0; Rac1 wt modul: 103.0; ABCB1 block: 0.0

What do the screens show for `CC(C)CCOc1ccc(C2CC(=O)N(C)C2=O)cc1` (stereo not given)?
Rab2A wt mod: 98.0; Pf gametocyte: 10.4; Cdc42 wt: 100.0; Rab7 wt GTP bind: 96.0; GSH fluor: 23; Rac1 mut GTP: 96.0; ABCG2 inh: 0.7; Avidin bead fluor: 13; HRas wt GTP: 96.0; Rac1 wt modul: 95.0; ABCB1 block: 0.2

What do the screens show for `COC(=O)c1nn(-c2ccc(C)cc2)c2nnc(Cc3ccccc3)c(=O)n12`?
Rab2A wt mod: 93.0; Pf gametocyte: -0.8; Cdc42 wt: 95.0; Rab7 wt GTP bind: 93.0; GSH fluor: 8; Rac1 mut GTP: 97.0; ABCG2 inh: 4.9; Avidin bead fluor: 2; HRas wt GTP: 96.0; Rac1 wt modul: 96.0; ABCB1 block: 0.2

How did O=C1C2C3c4ccccc4C(c4ccccc43)C2C(=O)N1c1cccc2cccnc12 (stereo not given) do in these assays?
Rab2A wt mod: 100.0; Cdc42 wt: 99.0; Rab7 wt GTP bind: 99.0; GSH fluor: 13; Rac1 mut GTP: 99.0; ABCG2 inh: 2.5; Avidin bead fluor: 9; HRas wt GTP: 99.0; Rac1 wt modul: 100.0; ABCB1 block: 0.8

How did CCCOc1ccc(C2/C(=C(\O)c3c(C)[nH]c(C(=O)OC)c3C)C(=O)C(=O)N2CCN(C)C)cc1 (stereo not given) do in these assays?
Rab2A wt mod: 101.0; Cdc42 wt: 103.0; Rab7 wt GTP bind: 96.0; GSH fluor: 73; Rac1 mut GTP: 97.0; ABCG2 inh: 1.4; Avidin bead fluor: 6; HRas wt GTP: 101.0; Rac1 wt modul: 99.0; ABCB1 block: 0.6

What do the screens show for `CN1CCN(C(=O)c2ccc3c(c2)NC(=O)C(N2CCOCC2)S3)CC1` (stereo not given)?
Rab2A wt mod: 105.0; Cdc42 wt: 106.0; Rab7 wt GTP bind: 104.0; GSH fluor: 20; Rac1 mut GTP: 100.0; ABCG2 inh: 0.7; Avidin bead fluor: 8; HRas wt GTP: 105.0; Rac1 wt modul: 102.0; ABCB1 block: 0.3

How did O=C(O)CNc1nc(-c2ccccc2)c2cc([N+](=O)[O-])ccc2n1 do in these assays?
Rab2A wt mod: 95.0; Pf gametocyte: 8.7; Cdc42 wt: 98.0; Rab7 wt GTP bind: 96.0; GSH fluor: 16; Rac1 mut GTP: 93.0; ABCG2 inh: -0.1; Avidin bead fluor: 26; HRas wt GTP: 93.0; Rac1 wt modul: 94.0; ABCB1 block: -0.2

What do the screens show for `O=C(C1CCCN(S(=O)(=O)c2ccc(Br)s2)C1)N1CCCCCC1` (stereo not given)?
Rab2A wt mod: 98.0; Pf gametocyte: -8.8; Cdc42 wt: 99.0; Rab7 wt GTP bind: 95.0; GSH fluor: 12; Rac1 mut GTP: 98.0; ABCG2 inh: 0.7; Avidin bead fluor: 41; HRas wt GTP: 98.0; Rac1 wt modul: 101.0; ABCB1 block: 1.0

Results for Cc1cccc(-c2noc(-c3ccc(F)cc3)n2)c1 ?
Rab2A wt mod: 99.0; Pf gametocyte: -17.7; Cdc42 wt: 100.0; Rab7 wt GTP bind: 102.0; GSH fluor: 11; Rac1 mut GTP: 98.0; ABCG2 inh: 2.2; Avidin bead fluor: 7; HRas wt GTP: 100.0; Rac1 wt modul: 100.0; ABCB1 block: 0.5

How did c1ccc(Cn2nnnc2-c2ccco2)cc1 do in these assays?
Rab2A wt mod: 101.0; Pf gametocyte: 7.4; Cdc42 wt: 101.0; Rab7 wt GTP bind: 100.0; GSH fluor: 23; Rac1 mut GTP: 100.0; ABCG2 inh: -0.1; Avidin bead fluor: 14; HRas wt GTP: 100.0; Rac1 wt modul: 106.0; ABCB1 block: 0.2

2 records drawn at random from the list so far, as already listed:
What do the screens show for `COC(=O)c1nn(-c2ccc(C)cc2)c2nnc(Cc3ccccc3)c(=O)n12`?
Rab2A wt mod: 93.0; Pf gametocyte: -0.8; Cdc42 wt: 95.0; Rab7 wt GTP bind: 93.0; GSH fluor: 8; Rac1 mut GTP: 97.0; ABCG2 inh: 4.9; Avidin bead fluor: 2; HRas wt GTP: 96.0; Rac1 wt modul: 96.0; ABCB1 block: 0.2

Results for CCOC(=O)CC(=O)CSc1nnc(Cn2c(=O)sc3ccccc32)n1C ?
Rab2A wt mod: 99.0; Pf gametocyte: 16.7; Cdc42 wt: 104.0; Rab7 wt GTP bind: 102.0; GSH fluor: 15; Rac1 mut GTP: 97.0; ABCG2 inh: -0.1; Avidin bead fluor: 25; HRas wt GTP: 100.0; Rac1 wt modul: 103.0; ABCB1 block: 0.0

More records:
What do the screens show for `Nc1c(-c2ccccc2)c(CSc2nc3ccccc3[nH]2)nn1-c1ccc(C(=O)O)cc1`?
Rab2A wt mod: 100.0; Pf gametocyte: -9.6; Cdc42 wt: 99.0; Rab7 wt GTP bind: 99.0; GSH fluor: 14; Rac1 mut GTP: 96.0; ABCG2 inh: -9.2; Avidin bead fluor: 20; HRas wt GTP: 97.0; Rac1 wt modul: 101.0; ABCB1 block: -2.6

How did Cc1cccc(C)c1NC(=S)N(C)CCc1ccccn1 do in these assays?
Rab2A wt mod: 100.0; Cdc42 wt: 102.0; Rab7 wt GTP bind: 99.0; GSH fluor: 20; Rac1 mut GTP: 101.0; ABCG2 inh: -0.9; Avidin bead fluor: 16; HRas wt GTP: 102.0; Rac1 wt modul: 105.0; ABCB1 block: -0.3

How did CN(C)S(=O)(=O)N1CCN(c2cc(Cl)ccc2Cl)CC1 do in these assays?
Rab2A wt mod: 97.0; Cdc42 wt: 100.0; Rab7 wt GTP bind: 100.0; GSH fluor: 31; Rac1 mut GTP: 98.0; ABCG2 inh: 3.0; Avidin bead fluor: 14; HRas wt GTP: 99.0; Rac1 wt modul: 103.0; ABCB1 block: 0.8

How did CCC(N)C12CC3CC(CC(O)(C3)C1)C2 (stereo not given) do in these assays?
Rab2A wt mod: 103.0; Cdc42 wt: 104.0; Rab7 wt GTP bind: 99.0; GSH fluor: 14; Rac1 mut GTP: 99.0; ABCG2 inh: 12.7; Avidin bead fluor: 4; HRas wt GTP: 104.0; Rac1 wt modul: 108.0; ABCB1 block: 1.1

How did COc1ccc(/C=C/C(=O)NC(=S)NNC(=O)Cc2cccs2)cc1OC do in these assays?
Rab2A wt mod: 100.0; Pf gametocyte: 1.6; Cdc42 wt: 101.0; Rab7 wt GTP bind: 105.0; GSH fluor: 50; Rac1 mut GTP: 94.0; ABCG2 inh: 1.7; Avidin bead fluor: 11; HRas wt GTP: 105.0; Rac1 wt modul: 108.0; ABCB1 block: 0.2

What do the screens show for `CCC(C)NC(=O)CNC(=O)Cn1c(C)cc2ccccc2c1=O` (stereo not given)?
Rab2A wt mod: 102.0; Cdc42 wt: 103.0; Rab7 wt GTP bind: 101.0; GSH fluor: 29; Rac1 mut GTP: 101.0; ABCG2 inh: 2.0; Avidin bead fluor: 5; HRas wt GTP: 102.0; Rac1 wt modul: 103.0; ABCB1 block: 0.5

Results for Cc1cc(Br)c(Cl)cc1NC(=O)CN1C(=O)C2C3CC(c4ccccc4)C(C3)C2C1=O (stereo not given) ?
Rab2A wt mod: 99.0; Cdc42 wt: 99.0; Rab7 wt GTP bind: 96.0; GSH fluor: 9; Rac1 mut GTP: 99.0; ABCG2 inh: 3.1; Avidin bead fluor: 18; HRas wt GTP: 101.0; Rac1 wt modul: 100.0; ABCB1 block: 0.1

How did O=C1C2CC=CCC2C(=O)N1c1ccc(NCCc2ccc(Cl)cc2)c([N+](=O)[O-])c1 (stereo not given) do in these assays?
Rab2A wt mod: 101.0; Pf gametocyte: -13.6; Cdc42 wt: 102.0; Rab7 wt GTP bind: 99.0; GSH fluor: 5; Rac1 mut GTP: 100.0; ABCG2 inh: 1.9; Avidin bead fluor: 3; HRas wt GTP: 101.0; Rac1 wt modul: 103.0; ABCB1 block: 1.6

What do the screens show for `CCO[C@@H]1OC(C(=O)O)=C[C@H](c2csc3ccccc23)[C@H]1CCCO`?
Rab2A wt mod: 88.0; Cdc42 wt: 88.0; Rab7 wt GTP bind: 96.0; GSH fluor: 18; Rac1 mut GTP: 85.0; ABCG2 inh: 1.4; Avidin bead fluor: 7; HRas wt GTP: 90.0; Rac1 wt modul: 93.0; ABCB1 block: 0.4

Results for O=C(N1CCN(c2ccccc2F)CC1)C12CC3CC(CC(C3)C1)C2 ?
Rab2A wt mod: 101.0; Pf gametocyte: -9.2; Cdc42 wt: 100.0; Rab7 wt GTP bind: 102.0; GSH fluor: 51; Rac1 mut GTP: 98.0; ABCG2 inh: -0.1; Avidin bead fluor: 9; HRas wt GTP: 100.0; Rac1 wt modul: 101.0; ABCB1 block: 0.0

Results for Cc1ccc(-n2nc(C(=O)NCc3ccc(C)o3)c3c4ccccc4n(C)c3c2=O)cc1 ?
Rab2A wt mod: 103.0; Pf gametocyte: -14.4; Cdc42 wt: 104.0; Rab7 wt GTP bind: 101.0; GSH fluor: 32; Rac1 mut GTP: 101.0; ABCG2 inh: 24.9; Avidin bead fluor: 12; HRas wt GTP: 102.0; Rac1 wt modul: 105.0; ABCB1 block: 3.1

How did COC(=O)c1cn(C(=O)c2ccccc2Cl)c2ccccc12 do in these assays?
Rab2A wt mod: 95.0; Pf gametocyte: -22.8; Cdc42 wt: 98.0; Rab7 wt GTP bind: 94.0; GSH fluor: 14; Rac1 mut GTP: 93.0; ABCG2 inh: 9.8; Avidin bead fluor: 11; HRas wt GTP: 94.0; Rac1 wt modul: 97.0; ABCB1 block: 0.9

What do the screens show for `CC(=O)c1c(C)nc(-c2ccc(OCC(=O)Nc3ccccc3)cc2)n1O`?
Rab2A wt mod: 96.0; Cdc42 wt: 101.0; Rab7 wt GTP bind: 98.0; GSH fluor: 18; Rac1 mut GTP: 94.0; ABCG2 inh: 4.6; Avidin bead fluor: 9; HRas wt GTP: 97.0; Rac1 wt modul: 104.0; ABCB1 block: -0.4
